# NSD2 inh = blocks human NSD2 histone methyltransferase activity. NSD2-SET H3K36me1 DELFIA fluorescence, biochemical. O96028. inhibition, % at 12.5 µM. 0.07% of 44,000 active; in the data active = inhibition above about 54%, passing the limit was not always enough;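 note: inhibitors reduce the monomethyl H3K36 fluorescence signal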
# Target sequence (O96028 whole entry, looked up): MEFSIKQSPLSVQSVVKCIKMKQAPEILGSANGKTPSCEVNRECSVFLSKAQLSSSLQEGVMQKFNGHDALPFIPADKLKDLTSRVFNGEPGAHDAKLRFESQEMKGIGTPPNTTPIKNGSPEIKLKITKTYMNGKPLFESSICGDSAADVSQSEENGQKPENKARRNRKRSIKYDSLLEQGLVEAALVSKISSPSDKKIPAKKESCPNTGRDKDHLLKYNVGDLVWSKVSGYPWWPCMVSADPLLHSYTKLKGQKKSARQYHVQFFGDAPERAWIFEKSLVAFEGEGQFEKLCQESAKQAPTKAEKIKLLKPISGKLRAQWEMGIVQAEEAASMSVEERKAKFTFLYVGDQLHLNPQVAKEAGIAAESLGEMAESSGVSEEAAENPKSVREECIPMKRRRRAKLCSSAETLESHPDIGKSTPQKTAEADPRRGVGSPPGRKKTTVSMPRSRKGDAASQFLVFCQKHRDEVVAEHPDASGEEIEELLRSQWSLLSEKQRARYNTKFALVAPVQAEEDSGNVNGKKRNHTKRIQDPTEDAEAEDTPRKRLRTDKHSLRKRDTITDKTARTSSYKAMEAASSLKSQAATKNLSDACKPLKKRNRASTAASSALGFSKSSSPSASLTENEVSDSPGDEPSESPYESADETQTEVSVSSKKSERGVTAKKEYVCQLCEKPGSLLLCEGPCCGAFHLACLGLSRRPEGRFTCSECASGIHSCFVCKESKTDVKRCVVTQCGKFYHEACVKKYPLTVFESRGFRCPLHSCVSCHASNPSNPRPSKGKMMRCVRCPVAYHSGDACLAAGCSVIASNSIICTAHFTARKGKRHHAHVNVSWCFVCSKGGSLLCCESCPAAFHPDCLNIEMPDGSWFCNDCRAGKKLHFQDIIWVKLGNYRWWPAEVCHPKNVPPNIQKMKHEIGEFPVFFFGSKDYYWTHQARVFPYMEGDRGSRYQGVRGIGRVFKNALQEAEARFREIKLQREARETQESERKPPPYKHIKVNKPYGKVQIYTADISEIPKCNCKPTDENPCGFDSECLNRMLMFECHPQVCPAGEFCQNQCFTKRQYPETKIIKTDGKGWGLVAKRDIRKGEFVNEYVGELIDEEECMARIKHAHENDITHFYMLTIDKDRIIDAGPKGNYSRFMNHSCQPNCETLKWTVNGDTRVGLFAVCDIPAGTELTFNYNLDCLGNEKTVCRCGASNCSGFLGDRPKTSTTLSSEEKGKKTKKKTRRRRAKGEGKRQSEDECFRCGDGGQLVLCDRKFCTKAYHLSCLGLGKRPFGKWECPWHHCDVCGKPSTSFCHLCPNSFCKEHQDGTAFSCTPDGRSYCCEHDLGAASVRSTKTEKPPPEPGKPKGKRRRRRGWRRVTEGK
# * = called active by the depositor.
SMILES,NSD2 inh
COc1cc([C@H]2OC[C@H]3[C@@H]2CO[C@H]3c2ccc(OC)c(OC)c2)ccc1O,-1
C[C@@H]1CCCCO[C@@H](CN(C)S(=O)(=O)c2ccc(F)cc2)[C@H](C)CN([C@H](C)CO)C(=O)c2cc(NS(=O)(=O)c3cn(C)cn3)ccc2O1,-9
COc1ccc(NC(=O)N(C)C[C@@H]2Oc3ccc(NS(=O)(=O)c4ccc(OC)cc4)cc3CC(=O)N([C@H](C)CO)C[C@H]2C)cc1,1
C[C@H]1CN([C@@H](C)CO)C(=O)Cc2cc(NC(=O)CCCCCC(=O)Nc3ccccc3N)ccc2O[C@H]1CN(C)S(C)(=O)=O,-1
CO[C@@H]1C=C[C@@]23c4cc5c(cc4CN(CC2O)[C@H]3C1)OCO5 (stereo partly specified),-3
COc1cccc(C#Cc2ccc3c(c2)O[C@H](CN(C)C)[C@@H](C)CN([C@H](C)CO)S3(=O)=O)c1,-1
C[C@@H]1CN([C@@H](C)CO)C(=O)c2cc(-c3ccccc3F)cnc2O[C@@H]1CN(C)C(=O)C1CC1,4
CC(C)CC#Cc1ccc2c(c1)O[C@H](CN(C)Cc1ccccc1F)[C@H](C)CN([C@H](C)CO)S2(=O)=O,2
COc1ccc(NC(=O)Nc2ccc3c(c2)CC(=O)N([C@@H](C)CO)C[C@@H](C)[C@@H](CN(C)Cc2ccc(C(F)(F)F)cc2)O3)cc1,-9
CNC[C@H]1Oc2ccc(NS(C)(=O)=O)cc2CC(=O)N([C@@H](C)CO)C[C@@H]1C,0
C/C=C/c1cnc2c(c1)C(=O)N([C@H](C)CO)C[C@H](C)[C@H](CN(C)S(=O)(=O)c1ccc(C)cc1)O2,0
CCCC#Cc1ccc2c(c1)O[C@H](CN(C)C(=O)NC(C)C)[C@H](C)CN([C@@H](C)CO)S2(=O)=O,0
C[C@@H]1CN([C@@H](C)CO)C(=O)c2cccc(NC(=O)C3CC3)c2O[C@@H]1CN(C)C(=O)Nc1ccc2c(c1)OCO2,2
C/C=C/c1ccc2c(c1)O[C@H](CN(C)Cc1ccc(C(=O)O)cc1)[C@H](C)CN([C@@H](C)CO)S2(=O)=O,-33
COc1ccc(S(=O)(=O)Nc2ccc3c(c2)C(=O)N([C@@H](C)CO)C[C@H](C)[C@H](CN(C)Cc2ccc(Cl)c(Cl)c2)O3)cc1,0
CNC[C@@H]1OCCCC[C@H](C)Oc2ccc(NC(=O)Nc3ccc(OC)cc3)cc2C(=O)N([C@H](C)CO)C[C@@H]1C,-2
C[C@@H]1CN([C@@H](C)CO)C(=O)c2cc(C3=CCCC3)cnc2O[C@H]1CN(C)Cc1cccnc1,-6
C[C@H](CO)N1C[C@H](C)[C@H](CN(C)CC2CC2)Oc2cc(C#CCN(C)C)ccc2S1(=O)=O,-1
Cc1cc(O)c2c(c1)C(=O)C1=C(C2=O)C(O)C(O)C(O)C1O (stereo unspecified),19
COc1cccc(-c2cnc3c(c2)C(=O)N([C@@H](C)CO)C[C@@H](C)[C@H](CN(C)Cc2ccc(C(=O)O)cc2)O3)c1,3
C[C@@H]1CN([C@H](C)CO)C(=O)c2cc(NC(=O)Nc3ccc(C(F)(F)F)cc3)ccc2O[C@H]1CN(C)Cc1ccc(C(=O)O)cc1,4
C=CCNC(=O)[C@@H]1[C@H]2C(=O)O[C@H](c3ccccc3)[C@H](c3ccccc3)N2[C@H](c2ccc(O)cc2)[C@@]12C(=O)Nc1ccc(C#CCC(C(=O)OC)C(=O)OC)cc12,-4
C[C@@H]1CN([C@H](C)CO)C(=O)c2cccc(NC(=O)C3CC3)c2O[C@@H]1CN(C)CC1CC1,3
C[C@H]1CCCCO[C@H](CN(C)C(=O)Cc2ccccc2)[C@@H](C)CN([C@@H](C)CO)C(=O)c2cc(NC(=O)Nc3ccccc3)ccc2O1,20
C[C@@H]1CN([C@H](C)CO)C(=O)c2cc(-c3cccc(F)c3)cnc2O[C@H]1CN(C)Cc1ccccc1,-6

# In the list so far, three have a COOH group.
SMILES,NSD2 inh
C/C=C/c1ccc2c(c1)O[C@H](CN(C)Cc1ccc(C(=O)O)cc1)[C@H](C)CN([C@@H](C)CO)S2(=O)=O,-33
COc1cccc(-c2cnc3c(c2)C(=O)N([C@@H](C)CO)C[C@@H](C)[C@H](CN(C)Cc2ccc(C(=O)O)cc2)O3)c1,3
C[C@@H]1CN([C@H](C)CO)C(=O)c2cc(NC(=O)Nc3ccc(C(F)(F)F)cc3)ccc2O[C@H]1CN(C)Cc1ccc(C(=O)O)cc1,4

# Returning to the listing, repeating the 2 entries before the break.
SMILES,NSD2 inh
C[C@H]1CCCCO[C@H](CN(C)C(=O)Cc2ccccc2)[C@@H](C)CN([C@@H](C)CO)C(=O)c2cc(NC(=O)Nc3ccccc3)ccc2O1,20
C[C@@H]1CN([C@H](C)CO)C(=O)c2cc(-c3cccc(F)c3)cnc2O[C@H]1CN(C)Cc1ccccc1,-6
C[C@H](CO)N1C[C@H](C)[C@H](CN(C)Cc2ccccn2)Oc2cc(C3=CCCC3)ccc2S1(=O)=O,-4
C[C@H](CO)N1C[C@H](C)[C@@H](CN(C)C(=O)Nc2ccc3c(c2)OCO3)OCCCC[C@H](C)Oc2ccc(NC(=O)NC3CCCCC3)cc2C1=O,-1
C[C@H]1CN([C@@H](C)CO)C(=O)Cc2cc(NC(=O)C3CCCCC3)ccc2O[C@H]1CN(C)CC1CC1,2
CCCNC(=O)N(C)C[C@H]1Oc2cc(C#CCC(C)C)ccc2S(=O)(=O)N([C@H](C)CO)C[C@@H]1C,-6
COc1cccc(C#Cc2ccc3c(c2)O[C@H](CN(C)C(=O)c2ccccn2)[C@H](C)CN([C@H](C)CO)S3(=O)=O)c1,-1
C[C@@H]1CN([C@H](C)CO)C(=O)CCCn2nncc2CO[C@H]1CN(C)Cc1cccnc1,10
COc1ccc(S(=O)(=O)Nc2ccc3c(c2)[C@H]2C[C@H](CC(=O)N(C)C)O[C@H](CO)[C@H]2O3)cc1,0
C[C@H](CO)N1C[C@H](C)[C@H](CN(C)Cc2ccc(-c3ccccc3)cc2)Oc2ccc(NS(=O)(=O)c3cn(C)cn3)cc2CC1=O,-1
CC(C)C#Cc1ccc2c(c1)O[C@H](CN(C)C(=O)c1cnccn1)[C@H](C)CN([C@H](C)CO)S2(=O)=O,-3
CC(C)NC(=O)N(C)C[C@@H]1Oc2ccc(NC(=O)Nc3ccccc3)cc2CC(=O)N([C@@H](C)CO)C[C@@H]1C,-3
CC(C)NC(=O)Nc1ccc2c(c1)CC(=O)N([C@H](C)CO)C[C@@H](C)[C@@H](CN(C)S(=O)(=O)c1ccccc1)O2,4
C[C@@H]1CN([C@@H](C)CO)C(=O)c2cc(NC(=O)Nc3ccccc3)ccc2O[C@@H](C)CCCCO[C@H]1CN(C)S(=O)(=O)c1ccc(Cl)cc1,2
C[C@@H]1CN([C@@H](C)CO)S(=O)(=O)c2ccc(C#Cc3ccncc3)cc2O[C@H]1CN(C)S(=O)(=O)c1ccc(F)cc1,6
Cc1noc(C)c1NC(=O)N(C)C[C@@H]1Oc2c(NS(=O)(=O)c3cccs3)cccc2C(=O)N([C@@H](C)CO)C[C@H]1C,-1
C[C@H]1CCCCO[C@@H](CN(C)C(=O)NC2CCCCC2)[C@@H](C)CN([C@@H](C)CO)C(=O)c2cc(NS(C)(=O)=O)ccc2O1,6
C[C@H](CO)N1C[C@H](C)[C@@H](CN(C)C)OCCCC[C@H](C)Oc2ccc(NC(=O)Nc3ccccc3)cc2C1=O,-5
C[C@H]1CN([C@@H](C)CO)C(=O)c2cc(Br)cnc2O[C@@H]1CN(C)CC1CCCC1,1
CC(C)NC(=O)N(C)C[C@@H]1OCCCC[C@@H](C)Oc2ccc(NS(=O)(=O)c3ccccc3)cc2C(=O)N([C@@H](C)CO)C[C@H]1C,4
C[C@@H]1CN([C@@H](C)CO)C(=O)c2cccc(NC(=O)C3CCCCC3)c2O[C@@H]1CN(C)C(=O)Nc1ccc(F)cc1,-6
CCCC#Cc1cnc2c(c1)C(=O)N([C@H](C)CO)C[C@H](C)[C@H](CN(C)C(=O)Cc1ccccc1)O2,-2
COc1ccc(NC(=O)N(C)C[C@H]2Oc3ccc(NC(=O)CCC(F)(F)F)cc3CC(=O)N([C@H](C)CO)C[C@H]2C)cc1,2
Cc1ccc(S(=O)(=O)N(C)C[C@H]2OCCCC[C@@H](C)Oc3ccc(NS(=O)(=O)c4cccs4)cc3C(=O)N([C@@H](C)CO)C[C@@H]2C)cc1,-4
CNC[C@H]1Oc2ccc(NS(=O)(=O)c3ccc(Cl)cc3)cc2CC(=O)N([C@H](C)CO)C[C@@H]1C,0
CN(C)CCCOc1nn(Cc2ccccc2)c2ccccc12,6
CC1=CCC(C(=O)O)(C(=O)NCc2ccccc2)C(c2ccc(Br)cc2)C1 (stereo unspecified),-2

# Next records:
SMILES,NSD2 inh
CCCNC(=O)N(C)C[C@H]1Oc2ncc(/C=C/c3ccccc3)cc2C(=O)N([C@@H](C)CO)C[C@H]1C,-5
COc1ccc(NC(=O)Nc2cccc3c2O[C@@H](CN(C)Cc2ccc(C(=O)O)cc2)[C@@H](C)CN([C@H](C)CO)C3=O)cc1,14
CC(C)C#Cc1cnc2c(c1)C(=O)N([C@@H](C)CO)C[C@H](C)[C@@H](CN(C)C(=O)c1cnccn1)O2,1
Cc1noc(C)c1NC(=O)N(C)C[C@@H]1Oc2ccc(NC(=O)Nc3ccc4c(c3)OCO4)cc2C(=O)N([C@H](C)CO)C[C@H]1C,9
C[C@H]1CN([C@@H](C)CO)S(=O)(=O)c2ccc(-c3cccc(F)c3)cc2O[C@H]1CN(C)C,19
COCC(=O)N(C)C[C@@H]1Oc2ncc(-c3cccc(OC)c3)cc2C(=O)N([C@H](C)CO)C[C@H]1C,6
O=C(O)C[C@H]1C[C@H]2c3cc(NC(=O)CC4CC4)ccc3O[C@H]2[C@@H](CO)O1,3
COCCn1cc(C(=O)N2CCC(C)CC2)c2c3ccccc3n(C)c2c1=O,-5
C[C@@H]1CN([C@H](C)CO)S(=O)(=O)c2ccc(C#CC3CC3)cc2O[C@@H]1CN(C)C(=O)CC1CC1,0
C[C@H](CO)N1C[C@H](C)[C@H](CN(C)C(=O)C2CCCCC2)OCCCC[C@H](C)Oc2ccc(NS(=O)(=O)c3cccs3)cc2C1=O,-1
C[C@@H]1CN([C@H](C)CO)C(=O)c2cccc(NC(=O)c3ccncc3)c2O[C@H]1CN(C)C(=O)Nc1ccccc1,8
CC(C)CC#Cc1ccc2c(c1)O[C@H](CN(C)C(=O)c1cnccn1)[C@@H](C)CN([C@H](C)CO)S2(=O)=O,-2
CCCNC(=O)N(C)C[C@@H]1Oc2ncc(-c3ccccc3F)cc2C(=O)N([C@H](C)CO)C[C@H]1C,7
COc1ccc(NC(=O)N(C)C[C@H]2Oc3ncc(C#CCN(C)C)cc3C(=O)N([C@H](C)CO)C[C@@H]2C)cc1,2
CC(C)C#Cc1ccc2c(c1)O[C@@H](CN(C)C(=O)CN(C)C)[C@@H](C)CN([C@H](C)CO)S2(=O)=O,10
COC(=O)C1C(O)CCC2CN3CCc4c([nH]c5ccccc45)C3CC21 (stereo unspecified),-1
C[C@H](CO)N1C[C@H](C)[C@@H](CN(C)Cc2ccc(C(=O)Nc3ccccc3N)cc2)Oc2c(cccc2N(C)C)C1=O,0
C[C@H]1CN([C@@H](C)CO)C(=O)c2cc(NC(=O)Nc3ccc4c(c3)OCO4)ccc2O[C@H]1CN(C)Cc1ccc(C(F)(F)F)cc1,1
Cc1ccc(-c2cnc3c(c2)C(=O)N([C@H](C)CO)C[C@@H](C)[C@H](CN(C)CC2CCOCC2)O3)cc1,0
COCC#Cc1cnc2c(c1)C(=O)N([C@@H](C)CO)C[C@@H](C)[C@H](CN(C)C(=O)Cc1ccncc1)O2,-13
COc1ccc(NC(=O)N(C)C[C@@H]2Oc3ccc(NS(=O)(=O)c4c(C)noc4C)cc3C(=O)N([C@@H](C)CO)C[C@H]2C)cc1,1
CC(C)CC#Cc1ccc2c(c1)O[C@@H](CN(C)Cc1ccc3c(c1)OCO3)[C@@H](C)CN([C@H](C)CO)S2(=O)=O,8
C[C@H](CO)N1C[C@H](C)[C@H](CN(C)C(=O)Nc2ccc(C(F)(F)F)cc2)Oc2ccc(NS(=O)(=O)c3cccs3)cc2CC1=O,6
COc1ccc(CNC(=O)C[C@@H]2CC[C@@H](NC(=O)CN(C)C)[C@H](CO)O2)cc1,6
Cc1ccc(S(=O)(=O)N(C)C[C@@H]2Oc3c(NC(=O)c4cnccn4)cccc3C(=O)N([C@H](C)CO)C[C@@H]2C)cc1,5

# More entries
SMILES,NSD2 inh
COc1ccc([Si](C)(C)[C@@H]2[C@@H](CCn3cc(CCO)nn3)O[C@]3(C(=O)N(Cc4cccc(N5CCOC5=O)c4)c4ccccc43)[C@H]2C)cc1,7
C[C@@H]1CN([C@H](C)CO)C(=O)c2cccc(NC(=O)Nc3ccc(C(F)(F)F)cc3)c2O[C@@H]1CN(C)Cc1ccc(C(=O)O)cc1,-5
CCCNC(=O)N(C)C[C@@H]1Oc2ncc(C#CCC(C)C)cc2C(=O)N([C@H](C)CO)C[C@H]1C,0
O=C1N(CCS(=O)(=O)c2ccccc2)c2ccccc2[C@@H]2OC(c3ccc(OCCCO)cc3)=N[C@]12CCS(=O)(=O)c1ccccc1,-4
CNC[C@@H]1Oc2ncc(/C=C/c3ccccc3)cc2C(=O)N([C@@H](C)CO)C[C@@H]1C,8
C[C@@H]1CN([C@@H](C)CO)C(=O)Cc2cc(NS(=O)(=O)c3ccc(F)cc3)ccc2O[C@@H]1CN(C)Cc1ccc(C(F)(F)F)cc1,-5

# Retrieved one by one from the entries so far, four records:
SMILES,NSD2 inh
C[C@H]1CCCCO[C@H](CN(C)C(=O)Cc2ccccc2)[C@@H](C)CN([C@@H](C)CO)C(=O)c2cc(NC(=O)Nc3ccccc3)ccc2O1,20
COc1cccc(-c2cnc3c(c2)C(=O)N([C@@H](C)CO)C[C@@H](C)[C@H](CN(C)Cc2ccc(C(=O)O)cc2)O3)c1,3
Cc1ccc(-c2cnc3c(c2)C(=O)N([C@H](C)CO)C[C@@H](C)[C@H](CN(C)CC2CCOCC2)O3)cc1,0
O=C1N(CCS(=O)(=O)c2ccccc2)c2ccccc2[C@@H]2OC(c3ccc(OCCCO)cc3)=N[C@]12CCS(=O)(=O)c1ccccc1,-4

# Screens: PubChem, Broad Institute

# This is a subset; count on the stated rates, not on these rows.
